SENP7 inh: inhibitors of human SENP7 protease. recombinant SENP7, Z-RLRGG-aminoluciferin luminescence, 40 min. inhibition, % at 5 µM. 330,000 compounds, 1.5% hits;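 active = inhibition above about 50% at the single test dose, limit read from the data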;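 note: plate controls were DMSO with enzyme for no effect and no enzyme buffer wells for full effect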
Target sequence (Q9BQF6 706-1050 limits assumed): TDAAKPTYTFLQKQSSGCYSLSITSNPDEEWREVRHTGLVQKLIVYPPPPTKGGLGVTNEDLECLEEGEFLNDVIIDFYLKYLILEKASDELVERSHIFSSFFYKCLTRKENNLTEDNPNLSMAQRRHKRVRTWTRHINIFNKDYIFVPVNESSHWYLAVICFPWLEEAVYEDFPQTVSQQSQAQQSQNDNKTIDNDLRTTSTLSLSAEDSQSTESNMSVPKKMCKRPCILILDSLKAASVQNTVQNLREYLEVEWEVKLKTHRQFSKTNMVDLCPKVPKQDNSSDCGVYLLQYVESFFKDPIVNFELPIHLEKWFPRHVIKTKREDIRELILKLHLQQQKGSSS
Apaf-1 inh: inhibitors of human Apaf-1 apoptosome. O14727. reconstituted apoptosome caspase-3 activity, DEVD-Rh110 fluorescence. inhibition, % at 20 µM. 330,000 compounds, 0.71% hits. AID 489030; active = inhibition of at least 40% at 20 µM;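 note: plate controls were DMSO wells for no effect and DEVD-CHO caspase inhibitor wells for full effect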
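Assay system: Apoptosome proteins | Medium: pH 7.5 Hepes buffer with CHAPS, BSA, DTT | Also added: Cytochrome c and DEVD-Rh110 substrate | Times: 30 min plus 50 min, RT | Detection: Rhodamine 110 fluorescence at Ex 480/Em 540 nm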
SENP8 block-1: SENP8 protease inhibition. Q96LD8. purified SENP8, Z-RLRGG-aminoluciferin cleavage, luminescence. inhibition, % at 10 µM. 330,000 compounds, 1.2% hits. AID 2540; in the data active = inhibition above about 50%
Target sequence (Q96LD8 whole entry, looked up): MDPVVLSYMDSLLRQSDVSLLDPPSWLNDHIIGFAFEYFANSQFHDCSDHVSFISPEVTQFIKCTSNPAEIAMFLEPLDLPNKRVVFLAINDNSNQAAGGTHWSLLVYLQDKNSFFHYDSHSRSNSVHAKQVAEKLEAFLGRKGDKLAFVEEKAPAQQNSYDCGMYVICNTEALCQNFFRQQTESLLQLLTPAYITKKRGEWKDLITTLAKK
HKDC1 inhibitor: HKDC1 (human) hexokinase inhibition; Q2TB90; recombinant HKDC1, G6PDH/diaphorase resazurin coupled fluorescence; inhibition, % at 20 µM; 340,000 compounds, 0.16% hits; AID 493160;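 active = inhibition above about 35% when tested at 20 µM, limit read from the data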;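 note: plate controls were DMSO wells with enzyme for no effect and DMSO wells lacking enzyme for full effect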
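Test system: recombinant HKDC1 (HK5) hexokinase enzyme, produced in-house; Amount: enzyme 5 µg/mL final; Buffer or medium: Tris pH 8.0 buffer with MgCl2, Tween-20, BSA, BME; Reagent: glucose and ATP substrates; Doses: 20 µM test compound, 1% DMSO; Incubation: 90 min reaction incubation at room temperature, dark; Detection: resorufin fluorescence at 613 nm.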
SENP1 inh: SENP1 (human) catalytic domain inhibition; recombinant SENP1 catalytic domain, CyPet-SUMO1-YPet FRET cleavage; inhibition, % at 10 µM; 360,000 compounds, 0.21% hits;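 active = inhibition at least 30% at 10 µM, raw YFP signal under a set limit, fluorescence ratio 0.5 to 1.5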;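 note: 0% = enzyme with DMSO and 100% = no enzyme wells; some results filed as inactive read as strong as hits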
Target sequence (Q9P0U3 419-644 limits assumed): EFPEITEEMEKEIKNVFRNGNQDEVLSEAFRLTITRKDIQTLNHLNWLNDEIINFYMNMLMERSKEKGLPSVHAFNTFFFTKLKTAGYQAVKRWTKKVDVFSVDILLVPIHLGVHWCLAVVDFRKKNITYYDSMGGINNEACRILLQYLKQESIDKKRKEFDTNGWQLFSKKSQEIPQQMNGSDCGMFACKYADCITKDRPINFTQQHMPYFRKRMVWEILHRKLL
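Assay system: hSENP1 catalytic domain, recombinant. Amount: SENP1 enzyme, 20 pM final. Schedule: 50 min reaction, RT, dark. Technique: FRET, CFP and YFP emission. Control set: no-enzyme wells low, DMSO-plus-enzyme wells high control.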
SENP6 block: blocks the human protease SENP6; Q9GZR1; inhibition, % at 10 µM; 330,000 compounds, 1.8% hits; Recombinant SENP6 catalytic domain, aminoluciferin luminescence;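 active = inhibition above about 50% at the single tested dose, limit read from the data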;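 note: plate controls were DMSO wells with enzyme for no effect and DMSO wells lacking enzyme for full effect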
PfGluPho inh: PfG6PD (Plasmodium falciparum) enzyme inhibition; PfGluPho enzyme, NADPH resazurin-diaphorase fluorescence; inhibition, % at 20 µM; 350,000 compounds, 0.78% hits; AID 504690;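 active = inhibition reaching at least a set limit at 20 µM in the primary screen, cut at about 59% in these data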;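 note: 0% = DMSO wells with substrate and 100% = DMSO wells lacking glucose-6-phosphate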
SENP8 block-2: blocks human SENP8 cleavage of Nedd8 substrate; AID 602440; Q96LD8; 360,000 compounds, 0.64% hits; inhibition, % at 20 µM; recombinant SENP8, Nedd8 substrate fluorescence; in the data active = inhibition mostly above about 40%, no sharp cut-off; inactive = mostly below about 27%
* marks the source's active call; other numbers are inactive results; i = inactive; · = not tested or not shown. Outcome played no part in choosing rows (roughly 3.6% active in at least one column).

SMILES	SENP7 inh	Apaf-1 inh	SENP8 block-1	HKDC1 inhibitor	SENP1 inh	SENP6 block	PfGluPho inh	SENP8 block-2
CC(=O)Nc1sc(C)c(C)c1C(=O)OCC(=O)N(CC(C)C)C1CCS(=O)(=O)C1 (stereo not drawn)	1	5	2	4	0	-21	7	-44
COc1ccc(NC(=O)Cn2cccc2)cc1Cl	6	-5	3	13	1	8	-16	8
O=C(NNC(=O)C1CCC1)c1cccc(Cl)c1	2	-7	4	6	3	-28	-8	12
CCOC(=O)C1(Cc2cccc(OC)c2)CCN(Cc2cnc(C)s2)CC1	10	4	0	-7	-4	17	-17	16
OCC(CO)(CO)NCc1ccc(-c2ccccc2)cc1	9	2	6	-9	1	8	-4	16
CC(Sc1nc2sc3c(c2c(=O)n1-c1ccccc1)CCCC3)C(=O)O (stereo not drawn)	0	-14	3	-4	1	4	-19	-9
CCOC(=O)CN1C(=O)N[C@@H](c2cccs2)C(C(C)=O)=C1C	-12	-9	5	-2	2	-7	-3	20
CCCCn1c(N)c(N(C)C(=O)c2ccc(-n3cccn3)cc2)c(=O)[nH]c1=O	10	-9	3	-4	-9	6	8	-5
CCN(CC)c1ncn(Cc2c(Cl)cccc2Cl)c2ncnc1-2	-2	-6	0	4	0	7	15	12
Cc1ccc(S(=O)(=O)N2CCN(S(C)(=O)=O)C2c2ccccc2)cc1 (stereo not drawn)	-4	8	-4	-3	0	-22	9	12
O=C(O)COc1ccc(Br)cc1C(c1c(C(=O)O)[nH]c2ccccc12)c1c(C(=O)O)[nH]c2ccccc12	4	20	-1	15	-3	15	-29	-24
Nn1cnnc1N/N=C/c1ccc(F)cc1	6	-14	3	-1	0	14	45	14
O=C(/C=C/c1ccccc1)Nc1cccnc1Oc1ccccc1F	2	10	-8	-2	0	-13	7	5
O=C(NNC(=O)c1cc(-c2ccccc2)nc2ccccc12)c1csc(N2CCOCC2)n1	-2	16	-5	2	4	-11	-43	-9
O=C1c2ccccc2NC(c2ccccc2)N1NS(=O)(=O)c1ccccc1 (stereo not drawn)	-7	-5	1	-4	1	-18	-12	-290
Cc1ccc(OCC(=O)N(Cc2ccccc2)C(C)(C)C)c([N+](=O)[O-])n1	1	-5	-2	2	4	-12	-15	15
CCCOc1ccc(N2CC(C(=O)Nc3ccc(N4CCOCC4)cc3)CC2=O)cc1 (stereo not drawn)	4	-2	-1	-7	1	-2	-1	21
NC(CC(=O)O)c1ccc(F)cc1 (stereo not drawn)	0	-3	0	-6	1	5	-3	18
Cc1c(OCC(=O)NCCCn2ccnc2)ccc2c3c(c(=O)oc12)CCCC3	1	5	6	1	-2	17	0	-149
CC(C)C(=O)N1CCN(c2ccccc2NC(=O)c2cccc(Cl)c2)CC1	-1	5	4	-1	3	-8	-6	10
CN(C)C1(CNC(=O)C2CCN(S(=O)(=O)c3cccc(C(F)(F)F)c3)CC2)CCCCC1	-3	5	-3	-7	-1	-9	-1	2
COc1ccc(N2CCN(C(=O)COc3ccc(S(=O)(=O)N4CCOCC4)cc3C)CC2)cc1	-4	2	4	-7	1	5	14	12
COC(=O)c1sccc1NC(=O)CC1C(=O)NCCN1C(=O)Nc1ccc(C(F)(F)F)cc1 (stereo not drawn)	-1	0	-7	0	1	-25	18	28
CC(=O)NCC(=O)N(Cc1ccco1)C1(C(=O)NC2CCCC2)CCCCC1	1	-11	-2	0	-3	12	-12	12
O=C(COC(=O)Cc1ccccc1F)NCCc1ccccc1	0	2	-4	-2	3	-6	4	12
COCCCN1C(=O)C(=O)/C(=C(/O)c2ccc(OCC(C)C)cc2C)C1c1cccnc1 (stereo not drawn)	-3	-24	-5	-1	-1	4	-25	10
CC(Sc1ncnc2sccc12)C(=O)Nc1ccc(C(N)=O)cc1 (stereo not drawn)	-2	-3	-1	-8	-8	-17	-4	-8
CCOC(=O)C1=C(COC(=O)C2(C)CC2(Cl)Cl)NC(=O)NC1c1ccccc1 (stereo not drawn)	8	13	5	5	2	-28	-22	9
CCN1C(C)=CC(=O)[C@@H](O)[C@H]1c1ccccc1Br	·	·	·	-10	2	·	10	-4
CCC(=O)Nc1ccc(C(=O)c2ccccc2)cc1	-2	-14	6	-3	2	-15	-1	37

Five of the compounds above, comma-delimited:
Molecule,SENP7 inh,Apaf-1 inh,SENP8 block-1,HKDC1 inhibitor,SENP1 inh,SENP6 block,PfGluPho inh,SENP8 block-2
CCCOc1ccc(N2CC(C(=O)Nc3ccc(N4CCOCC4)cc3)CC2=O)cc1 (stereo not drawn),4,-2,-1,-7,1,-2,-1,21
CC(Sc1ncnc2sccc12)C(=O)Nc1ccc(C(N)=O)cc1 (stereo not drawn),-2,-3,-1,-8,-8,-17,-4,-8
COCCCN1C(=O)C(=O)/C(=C(/O)c2ccc(OCC(C)C)cc2C)C1c1cccnc1 (stereo not drawn),-3,-24,-5,-1,-1,4,-25,10
CC(=O)NCC(=O)N(Cc1ccco1)C1(C(=O)NC2CCCC2)CCCCC1,1,-11,-2,0,-3,12,-12,12
CN(C)C1(CNC(=O)C2CCN(S(=O)(=O)c3cccc(C(F)(F)F)c3)CC2)CCCCC1,-3,5,-3,-7,-1,-9,-1,2

(next part)
SMILES	SENP7 inh	Apaf-1 inh	SENP8 block-1	HKDC1 inhibitor	SENP1 inh	SENP6 block	PfGluPho inh	SENP8 block-2
CC(C)(C)OC(=O)[C@H](CCCCN)NC(=O)c1nc[nH]c1C(=O)N[C@@H](CCCCN)C(=O)OC(C)(C)C	-1	13	3	2	1	0	-13	14
Cc1ccc(Cn2nc(C)c(C(=O)N3CCN(S(=O)(=O)/C=C/c4ccccc4)CC3)c2C)cc1	3	17	-1	-1	0	5	4	6
CCC(C)NC(=O)CN(c1ccc(OC)cc1)S(=O)(=O)c1ccc(NC(C)=O)cc1 (stereo not drawn)	10	9	3	-2	0	-3	13	9
COc1cccc(C(=O)N2CCN=C2SCc2cccnc2)c1OC	-5	-7	5	3	3	3	-17	0
O=C(Cc1ccccc1[N+](=O)[O-])c1ccc2c(c1)OCO2	·	·	·	2	1	·	-11	4
NC(=O)CSc1nccn1Cc1ccc(Cl)cc1	-5	-10	-3	-6	0	-1	3	14
CCOC(=O)c1cc(-c2ccccc2)nn1CC1CC(c2ccc(OC)cc2)=NO1 (stereo not drawn)	-9	17	-12	1	-1	-15	7	13
COc1cccc(NC(=O)NC2CCCCC2C)c1 (stereo not drawn)	0	-8	6	-10	2	2	-14	-2
CCOc1ccccc1NC(=O)CC1SC(=N)N(c2ccccc2)C1=O (stereo not drawn)	4	-7	4	·	·	-10	·	·
COc1cccc(OCc2cc(C3Nc4ccccc4C(=O)N3Cc3ccco3)ccc2OC)c1 (stereo not drawn)	·	·	·	2	-4	·	47	i
CCOc1ccc(NC(=O)C2CCC(CNc3c(N4CCCCC4)c(=O)c3=O)CC2)cc1 (stereo not drawn)	0	7	-5	-3	2	-5	12	8
CSCCC(NC(=O)c1ccccc1Cl)C(=O)NCc1ccncc1 (stereo not drawn)	6	-2	-5	-4	0	4	9	15
Cc1ccc2nc(-c3ccc(Br)cc3)cn2c1	89*	-1	74*	0	1	90*	92*	-265
Cc1ccc(NC(=O)c2ncn(CC(=O)NCc3ccccc3)n2)cc1C	6	8	·	-5	0	·	-2	-1
COC(=O)[C@@H](NC(=O)NC(C)CCc1ccccc1)C(C)C (stereo partly drawn)	3	-5	-3	-6	-2	0	-10	8
CCCCCN(C(=O)CCC(=O)OCC(=O)N(C)c1ccccc1)c1c(N)n(CCCC)c(=O)[nH]c1=O	-3	3	1	-3	0	-7	-1	9
CC(c1nccs1)N(C)C(=O)CCc1nnc(-c2ccc(-c3ccccc3)cc2)o1 (stereo not drawn)	-8	-3	-2	-4	2	1	9	8
COCCCNCC(=O)Nc1sc(C)c(C)c1C(=O)OC	3	-5	5	5	2	4	-15	-53
COCc1nc(-c2cc(Br)ccc2OC)no1	-9	0	-7	4	0	-22	0	2
CN(C)CCCNS(=O)(=O)c1ccc(NC2CCCCCC2)c([N+](=O)[O-])c1	2	7	3	6	-1	-16	-2	23
COc1ccc(C(=O)/C=C/c2ccc(N(C)C)cc2)c(OC)c1	-10	-6	-14	0	-43	-2	1	-313
COc1ccc(-c2cc(C(=O)NCCCN3CCOCC3)on2)cc1OC	16	-2	-8	-4	5	1	-2	14
Cc1ccc(C)c(OCCC(=O)OCc2csc(CC(=O)Nc3ccccc3C)n2)c1	2	27	7	1	-14	1	22	-1
O=C(/C=C/Nc1ccc(F)c(Cl)c1)c1ccco1	27	-1	45	8	-47	70*	31	-378
CSc1nnc(C)c(/C=C/Nc2ccc(F)cc2F)n1	6	1	8	5	-26	3	15	1
COc1ccc(C(=O)NNC(=O)c2cccc3ccccc23)cc1	·	·	·	-6	3	·	6	13
O=C(CCCCCN1C(=O)CCC1=O)Nc1ccc2c(c1)OCO2	9	-5	-2	-4	-1	-10	-8	11
O=C(CN1C(=O)NC2(CCCC2)C1=O)OCc1cc(=O)n2cc(Br)ccc2n1	5	-13	2	-5	-2	-13	2	-84
Cc1ccc(NC(=O)CSc2ccc(-c3ccccn3)nn2)cc1	12	0	-1	5	2	9	18	8
CCc1ccc(-n2c(=S)sc3c(=O)n(-c4ccccc4C)c(SCC(=O)O)nc32)cc1	1	4	-4	3	0	-18	-18	9

Profiles, looked up by structure:
COc1ccc(C(=O)NNC(=O)c2cccc3ccccc23)cc1 across the screens: SENP7 inh: ·; Apaf-1 inh: ·; SENP8 block-1: ·; HKDC1 inhibitor: -6; SENP1 inh: 3; SENP6 block: ·; PfGluPho inh: 6; SENP8 block-2: 13
Cc1ccc(NC(=O)CSc2ccc(-c3ccccn3)nn2)cc1 across the screens: SENP7 inh: 12; Apaf-1 inh: 0; SENP8 block-1: -1; HKDC1 inhibitor: 5; SENP1 inh: 2; SENP6 block: 9; PfGluPho inh: 18; SENP8 block-2: 8

More compounds.
SMILES	SENP7 inh	Apaf-1 inh	SENP8 block-1	HKDC1 inhibitor	SENP1 inh	SENP6 block	PfGluPho inh	SENP8 block-2
CCOc1ccc(N2C(=O)/C(=C\c3ccccc3OC)S(=O)(=O)C2c2cccc([N+](=O)[O-])c2)cc1 (stereo not drawn)	0	5	2	16	3	2	8	7
CC1c2cc3c(cc2CCN1C(=O)c1cccc(F)c1)OCCCO3 (stereo not drawn)	-3	11	1	-5	-6	9	-12	-29
Cc1ccc(SCCC(=O)NCC2CCCO2)cc1 (stereo not drawn)	-6	6	-1	0	0	-2	-27	27
CCn1cc(C(=O)NCCO)c(=O)c2cc(F)c(N3CCN(C)CC3)cc21	-5	-3	4	-5	-2	-1	7	-200
COC(=O)c1c(NC(=O)c2ccccc2[N+](=O)[O-])sc2c1CC(C)(C)NC2(C)C	-5	-3	-6	-10	-3	1	3	26
CCOC(=O)C1(O)CC(C)=NN1C(=O)c1cccc(Br)c1 (stereo not drawn)	0	-6	-2	-5	2	-9	-20	1
COc1ccc(S(=O)(=O)NC2(C(F)(F)F)N=C(c3ccccc3)NC2=O)cc1 (stereo not drawn)	-3	1	3	-6	2	-23	-7	3
CCOC(=O)c1[nH]c(C)c(C(=O)NCCCOC(C)C)c1C	-7	-15	7	-12	1	1	2	-6
Cc1cc(Cl)cc(Cl)c1OCCN1CCCC1	-4	-16	-7	-6	2	1	-6	15
Cc1nnc(SCc2nc3scc(-c4ccccc4)c3c(=O)[nH]2)s1	-4	3	-9	-3	-5	-8	60*	22
O=C(O)CCCNc1ccc(S(=O)(=O)Nc2ccccc2C(=O)O)cc1C(=O)O	-2	6	6	-3	6	0	-9	-186
COc1ccc(/C=N/NC(=O)c2[nH]ncc2Br)c(OC)c1	87*	-16	75*	-12	4	82*	4	-28
